# Screens from PubChem.
# Statin myotox sup: suppressors of simvastatin-induced myotoxicity in C2C12 myotubes; rescue of ATP level, % at 7.49 µM; 330,000 tested, 0.78% active; ATP luminescence, 48 h; scaled: DMSO 0, geranylgeraniol control 100;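 active means mean ATP rescue above about 67%, or every replicate alone reaching that limit, limit read from the data, passing the limit was not always enough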;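 further: myotubes were challenged with 10 µM simvastatin during compound exposure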
# SIRT5 block: inhibitors of human sirtuin-5 desuccinylase; Q9NXA8; Purified SirT5, succinyl-peptide AMC, trypsin-coupled fluorescence; inhibition, % at 15 µM; 330,000 tested, 1.1% active; AID 652115; in the data active means inhibition above about 15%
# PGC1a acetyl inh: modulators of PGC1a acetylation; U2OS PGC1a acetylation, AlphaScreen anti-acetyl-lysine; with virally co-expressed GCN5 acetyltransferase; inhibition, % at 15.6 µM; 350,000 tested, 0.17% active;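 active means every replicate shows inhibition of at least 40%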;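 further: 0% = neutral control wells and 100% = positive control wells; some results beyond the cut were filed as inactive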
# ERAP1 HTS inh: blocks human ERAP1 aminopeptidase activity; 340,000 tested, 0.15% active; inhibition, % at 10.7 µM; recombinant ERAP1, Leu-AMC fluorescence, 60 min;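 active means mean replicate inhibition of at least 30%, or all replicates individually reaching that 30% level; inactive means mean below 30% and not every replicate reaching it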;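 further: 0% = neutral control wells and 100% = L-leucinethiol positive control wells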
# Target sequence (Q9NZ08 whole entry, looked up): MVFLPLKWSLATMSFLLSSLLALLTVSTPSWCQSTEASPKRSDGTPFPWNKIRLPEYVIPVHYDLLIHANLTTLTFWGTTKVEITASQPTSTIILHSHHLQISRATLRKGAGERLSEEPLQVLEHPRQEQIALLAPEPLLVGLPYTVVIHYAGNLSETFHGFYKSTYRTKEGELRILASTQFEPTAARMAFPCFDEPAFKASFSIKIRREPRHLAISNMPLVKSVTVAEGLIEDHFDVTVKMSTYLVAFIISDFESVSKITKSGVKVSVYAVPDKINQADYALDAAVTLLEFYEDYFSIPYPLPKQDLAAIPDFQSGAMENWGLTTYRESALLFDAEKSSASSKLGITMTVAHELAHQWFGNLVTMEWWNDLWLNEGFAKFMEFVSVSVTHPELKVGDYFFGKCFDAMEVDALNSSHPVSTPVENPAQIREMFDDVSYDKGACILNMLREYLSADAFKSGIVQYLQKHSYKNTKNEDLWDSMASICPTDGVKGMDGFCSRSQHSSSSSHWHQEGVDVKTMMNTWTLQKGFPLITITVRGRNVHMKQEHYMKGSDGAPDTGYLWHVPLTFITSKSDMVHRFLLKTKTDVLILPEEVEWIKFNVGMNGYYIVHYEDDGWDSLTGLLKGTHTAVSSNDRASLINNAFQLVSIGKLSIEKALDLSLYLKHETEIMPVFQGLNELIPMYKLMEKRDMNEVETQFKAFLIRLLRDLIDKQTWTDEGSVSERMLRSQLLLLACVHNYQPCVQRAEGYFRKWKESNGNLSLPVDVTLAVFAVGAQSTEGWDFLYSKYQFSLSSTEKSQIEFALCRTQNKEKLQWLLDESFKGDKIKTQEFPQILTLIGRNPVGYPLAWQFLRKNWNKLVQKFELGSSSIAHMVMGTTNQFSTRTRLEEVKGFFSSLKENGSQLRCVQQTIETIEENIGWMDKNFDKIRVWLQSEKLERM
# Cneo AK release: Cryptococcus neoformans lysis via adenylate kinase release; C. neoformans lysis, adenylate kinase release luminescence, 4 h; normalised: neutral wells 0, clomiphene wells 100; lysis activity, % at 15 µM; 360,000 tested, 0.2% active; AID 651654;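 active means mean lysis activity across replicates of at least 80%, whatever share of replicates individually reach that level; inactive means mean lysis activity below 80%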
#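 Assay system: log-phase C. neoformans yeast / Quantity: yeast cell density of 5 × 10^6 cells/mL / Medium: fresh YPD growth medium / Compound: single dose / Timing: static 4 h at 37 °C with compound, 1 h detection / Measured by: adenylate kinase release luminescence / Read-out: lysis from increased AK signal / Benchmarks: Clomiphene as positive lysis control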
# LGR2 inh: blocks bursicon-induced cAMP signaling via Drosophila LGR2; HEK293 LGR2, CRE-luciferase, bursicon-stimulated, 4 h; inhibition, % at 9.99 µM; 380,000 tested, 0.35% active;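 active means drop in luminescence signal, shown as inhibition above about 50% in the replicate tests, limit read from the data, passing the limit was not always enough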;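 further: agonist challenge used bursicon conditioned medium at about half maximal strength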
# Xi reactivation: reactivates the inactive X chromosome in mouse fibroblasts. activation, % at 7.58 µM. XiGFP mouse fibroblasts, % GFP-positive cells imaging, 3 d; cells co-treated with 5-aza-dC sensitizer; scaled so ellipticine positive control = 100%. AID 743238. 360,000 tested, 0.055% active;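 active means mean normalized replicate activation at least 10% and every replicate at or above 10%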;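 further: 0% = median of on-plate neutral control wells and 100% = ellipticine 6 µM median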
#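 Material: XiGFP fibroblasts, SV40-immortalized; Buffer or medium: DMEM containing 5-aza-dC; Compound dosing: single point; Times: 3 days compound exposure.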
# S100A4 MyoIIA: S100A4-myosin IIA interaction inhibition; inhibition, % at 10.7 µM; S100A4/TAMRA-MyoIIA peptide fluorescence polarization; AID 652163; 360,000 tested, 0.14% active; P26447;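 active means mean inhibition of at least 70% across replicates, with every replicate also reaching that level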
# Target sequence (P26447 whole entry, looked up): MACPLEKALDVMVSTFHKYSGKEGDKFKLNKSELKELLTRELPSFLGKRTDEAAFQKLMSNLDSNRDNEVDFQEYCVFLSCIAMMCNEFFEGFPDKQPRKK
#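 Test system: S100A4 monomer protein; Medium: HEPES pH 7.2 with CaCl2, KCl, NaCl, DTT, Triton; Probe or stimulus: TAMRA-labelled myosin IIA heavy-chain peptide probe, 5 nM; Doses: one dose per compound; Times: polarization read 5 min after assay mix addition, stable 5–60 min; Benchmarks: neutral control DMSO, positive control TFP.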
# * marks the source's active call; other numbers are inactive results; . = no result given.
SMILES,Statin myotox sup,SIRT5 block,PGC1a acetyl inh,ERAP1 HTS inh,Cneo AK release,LGR2 inh,Xi reactivation,S100A4 MyoIIA
CO[C@@H]1CN(C)C(=O)c2ccc(NC(=O)Cc3ccccc3)cc2OC[C@@H](C)N(C)C[C@@H]1C,-15,6,11,2,2,2,0.5,-3
CCCC/S(CC1CC1(Cl)Cl)=N\S(=O)(=O)c1ccc(C)cc1 (configuration not stated),1,.,3,.,2,9,.,.
CCOc1ccc(CCNC(=O)c2ccc(CS(=O)Cc3ccc(Cl)cc3)o2)cc1OCC (configuration not stated),-2,0,3,1,1,12,0.3,3
Cc1noc(C)c1NC(=O)N1C[C@@H](O)COC[C@H]2O[C@@H](CC(=O)NCC3CC3)CC[C@@H]21,-12,-3,17,0,-2,-24,0.2,-3
Cc1ccc(-c2cc(N)nc(-c3ccccc3)c2)cc1,-1,2,-14,0,-2,-41,0.0,2
Cc1ccc(-c2nc(=S)c3c(n2CCN2CCOCC2)CC(C)(C)OC3)cc1,3,.,5,.,15,3,.,.
CC(=O)C1=C(C)NC(SCC(=O)c2ccc(Cl)cc2)=C(C#N)C1CC(C)C (configuration not stated),.,1,-6,0,.,-8,.,16
CCC(=O)N1CCN(c2ccc(NC(=S)NC(=O)c3ccc(OC)c([N+](=O)[O-])c3)cc2)CC1,.,-1,.,0,.,25,0.2,-4
COc1ccc(Oc2ccc(/C=N/NC(=O)c3cccnc3)cc2[N+](=O)[O-])cc1,.,-22,.,-2,.,.,0.0,2
COc1ccc2[nH]c(=O)c(CN(C(C)=O)c3cc(C)ccc3C)cc2c1,3,0,.,2,-1,-1,0.0,-5
O=C(NC1CCCCC1)N1CC2(C1)[C@@H](c1ccccc1)[C@@H](CO)N2CC1CCOCC1,.,-6,.,-7,.,6,0.1,-31
Cn1c(CNC(=O)c2ccccc2F)nnc1SCCOc1ccccc1,.,1,2,1,.,1,0.0,28
CC1(C)CC(=O)c2cc(OCC(=O)NCCCN3CCN(c4ccccc4F)CC3)ccc2O1,-14,.,5,.,0,-1,.,.
C[C@H]1CN([C@@H](C)CO)C(=O)Cc2cc(NC(=O)Nc3ccccc3)ccc2O[C@H]1CN(C)Cc1ccc(-c2ccccc2)cc1,0,1,-14,-1,0,21,0.1,16
COCC(=O)N1[C@@H](CO)[C@@H](c2ccccc2)C12CN(Cc1ccccc1)C2,.,-5,-5,0,.,4,-0.1,0
O=C(COC(=O)COc1ccc(Cl)cc1)NCc1ccc2c(c1)OCO2,-17,-3,-1,2,-3,15,-0.2,8
c1ccc(Oc2ccccn2)cc1,4,-1,-4,0,8,-15,0.2,6
O=C(Nc1cccc2c1CCCC2)c1ccco1,13,-6,-4,0,.,-9,.,-6
CO[C@H]1CN(C)C(=O)c2cc(NS(=O)(=O)c3ccccc3)ccc2OC[C@@H](C)N(Cc2nccs2)C[C@H]1C,4,-3,1,-2,-21,4,-0.6,-5
COc1ccc(NC(=O)c2ccc(Cl)cc2)c[n+]1[O-],5,-1,5,2,-2,15,-0.1,-4
CN(C)C(=O)c1ccc(-c2ccc(C3[C@H]4CNC[C@@H]3N4C(=O)NC3CCCCC3)cc2)cc1 (some centres not stated),.,-2,.,2,.,7,0.1,-6
OCCNC(=S)c1ccccc1,.,-5,.,4,.,6,0.6,3
CCOC(=O)C1CCCN(C(=O)CCn2nnnc2CN2CCOCC2)C1 (configuration not stated),-11,-1,.,0,2,0,0.0,-2
COc1ccc(S(=O)(=O)N2CCOC2CNC(=O)C(=O)NCCN(C)C)cc1 (configuration not stated),-1,0,4,-2,2,4,0.3,18
COc1ccc([C@H]2CC(=O)C=C(c3ccc4c5c(cccc35)CC4)C2)cc1,-6,.,.,.,6,-22,-0.3,3

# Grouped by structure: the entries above with a Cl atom (five)
SMILES,Statin myotox sup,SIRT5 block,PGC1a acetyl inh,ERAP1 HTS inh,Cneo AK release,LGR2 inh,Xi reactivation,S100A4 MyoIIA
CCCC/S(CC1CC1(Cl)Cl)=N\S(=O)(=O)c1ccc(C)cc1 (configuration not stated),1,.,3,.,2,9,.,.
CCOc1ccc(CCNC(=O)c2ccc(CS(=O)Cc3ccc(Cl)cc3)o2)cc1OCC (configuration not stated),-2,0,3,1,1,12,0.3,3
CC(=O)C1=C(C)NC(SCC(=O)c2ccc(Cl)cc2)=C(C#N)C1CC(C)C (configuration not stated),.,1,-6,0,.,-8,.,16
O=C(COC(=O)COc1ccc(Cl)cc1)NCc1ccc2c(c1)OCO2,-17,-3,-1,2,-3,15,-0.2,8
COc1ccc(NC(=O)c2ccc(Cl)cc2)c[n+]1[O-],5,-1,5,2,-2,15,-0.1,-4

# Remaining list, next part:
SMILES,Statin myotox sup,SIRT5 block,PGC1a acetyl inh,ERAP1 HTS inh,Cneo AK release,LGR2 inh,Xi reactivation,S100A4 MyoIIA
CN(C)C(=O)C[C@@H]1CC[C@H]2[C@H](COc3ccc(NS(=O)(=O)c4cccc(F)c4)cc3C(=O)N2C)O1,0,-2,-2,-1,-4,4,-0.1,-2
CC(=O)Nc1ccc(/C=N/NC(=S)NC(C)C)cc1,.,.,10,-2,.,-14,0.0,-3
CCOc1ccc(/C=N/NC(=O)c2nnn(-c3nonc3N)c2CN(C)C2CCCCC2)cc1,-2,-2,-12,0,3,-6,1.6,-6
Cc1ccc(S(=O)(=O)Nc2cccc3c2O[C@@H](CN(C)C(=O)NC(C)C)[C@H](C)CN([C@@H](C)CO)C3=O)cc1,-8,0,-2,0,0,-1,-0.4,-7
Cn1c(=O)c2c(nc3n2CC(COc2ccccc2)O3)n(C)c1=O (configuration not stated),8,-4,-18,-3,0,-7,0.0,2
Cc1[nH]c2ccccc2c1C(=O)CSc1n[nH]c(N)n1,.,-1,6,6,.,-8,0.1,-3
Cc1ccc(C)c(NS(=O)(=O)c2ccc(OCC(=O)N3CCCC3)cc2)c1,.,8,-17,2,.,4,.,2
OC[C@@H]1[C@@H](c2ccccc2)C(c2cccc(Cl)c2)=NN1c1ccccc1,14,-1,.,-3,4,-4,0.1,1
O=C(C[C@H]1CC[C@H]2[C@@H](COC[C@H](O)CN2S(=O)(=O)c2ccccc2)O1)NCc1ccc(-c2ccccc2)cc1,6,-2,-4,0,-1,-3,0.0,-6
CN(C)CCCNC(=O)C[C@H]1C=C[C@H](NC(=O)c2ccccc2F)[C@H](CO)O1,1,-2,8,1,12,12,0.2,-3
CCN(CC)S(=O)(=O)c1ccc2[nH]c(=O)cc(C(=O)Nc3cccc(C(C)=O)c3)c2c1,.,0,.,2,.,13,0.0,1
CCOc1cccc2sc(N(CCCN(C)C)C(=O)c3ccc(S(=O)(=O)N4CCCCCC4)cc3)nc12,10,1,.,1,7,5,0.2,-4
COc1cccc(NC(=O)c2ccccc2NS(C)(=O)=O)c1,-9,-2,2,4,.,10,.,13
CC(=C/c1ccco1)/C=N/NC(=O)c1nnn(-c2nonc2N)c1CN(C)C,-19,-2,1,2,0,26,0.2,6
Cn1nc(C(C)(C)C)c([N+](=O)[O-])c1C(=O)NCCO,.,-3,.,-2,.,1,0.0,9
CSc1cc(-c2ccccc2)[nH]c(=O)c1C#N,.,-4,.,1,.,-21,0.6,1
COc1ccc(C(NC(=O)c2cc(OC)ccc2OC)c2ccccc2)cc1 (configuration not stated),2,-2,.,3,1,-2,0.0,-3
COCCn1c(-c2ccc(SC)cc2)nc2c1c(=O)[nH]c(=O)n2CC(C)C,-3,-10,.,4,2,-10,0.0,-7
CN1CCN(C(=O)c2cccc(-c3cnc4cnc(-c5ccccc5Oc5ccccc5)cn34)c2)CC1,-50,-17,.,1,-1,-1,-0.1,-4
O=C(NNc1ccccn1)C(c1ccccc1)c1ccccc1,-2,8,.,1,-1,2,0.3,-2
Cc1cccn2c(CN(C)CC3CCCCO3)c(C(=O)N3CCCCC3)nc12 (configuration not stated),.,-3,-1,10,.,22,0.1,3
COCCC(=O)NNS(=O)(=O)c1ccc(Cl)cc1,.,.,.,7,.,7,0.2,15
CC1(C)CC2CC(C)(CN2C(=O)COC(=O)c2cccc([N+](=O)[O-])c2)C1 (configuration not stated),.,.,.,-6,.,-1,0.2,1
C[C@H](CO)N1C[C@H](C)[C@H](CN(C)C(=O)NC2CCCCC2)Oc2c(NC(=O)c3cnccn3)cccc2C1=O,1,1,2,-3,2,-23,0.2,4
COc1cccc(-c2ccc([C@H]3[C@@H](CO)N(C(C)=O)C34CN(C(C)=O)C4)cc2)c1,.,0,-2,0,.,-9,0.1,-2

# Entries of single compounds from above. Screens in order: Statin myotox sup | SIRT5 block | PGC1a acetyl inh | ERAP1 HTS inh | Cneo AK release | LGR2 inh | Xi reactivation | S100A4 MyoIIA
# Cc1ccc(C)c(NS(=O)(=O)c2ccc(OCC(=O)N3CCCC3)cc2)c1 is listed with . | 8 | -17 | 2 | . | 4 | . | 2
# CO[C@H]1CN(C)C(=O)c2cc(NS(=O)(=O)c3ccccc3)ccc2OC[C@@H](C)N(Cc2nccs2)C[C@H]1C is listed with 4 | -3 | 1 | -2 | -21 | 4 | -0.6 | -5

# Next section:
SMILES,Statin myotox sup,SIRT5 block,PGC1a acetyl inh,ERAP1 HTS inh,Cneo AK release,LGR2 inh,Xi reactivation,S100A4 MyoIIA
COCC#Cc1ccc2c(c1)O[C@@H](CN(C)Cc1cccnc1)[C@H](C)CN([C@@H](C)CO)S2(=O)=O,-54,-1,-13,0,-2,4,-1.3,-8
COCCOc1cc(NC(=O)c2cccc(OC)c2)c(Cl)cc1Cl,.,0,.,2,.,-5,0.0,2
Cc1ncc(CN2CCN(Cc3ccc(F)cc3)C(CCO)C2)s1 (configuration not stated),-2,-1,4,-3,3,11,0.0,-3
Cc1cc(Br)cn2cc(C(=O)O)nc12,1,1,-14,-2,.,19,0.0,-4
O=C(Nc1cccc([N+](=O)[O-])c1)NN1CCCCCC1,-2,-3,-1,-1,-3,0,0.0,-3
CCCC#Cc1cnc2c(c1)C(=O)N([C@H](C)CO)C[C@@H](C)[C@@H](CN(C)C(=O)c1ccccc1)O2,-11,-1,10,-1,-3,21,-0.5,-5
O=C(CSCc1cccc(Br)c1)NC1CC1,.,1,.,-1,.,-7,0.5,5
CCCNC(=O)N1CC2(CCN(S(=O)(=O)c3cccc(OC)c3)CC2)c2c(n(C)c3cc(OC)ccc23)[C@H]1CO,.,2,.,0,.,11,0.3,7
COc1ccc(CC(=O)OC(C)C(=O)Nc2ccc(S(N)(=O)=O)cc2)cc1 (configuration not stated),-7,3,.,-1,-1,2,0.0,-2
O=C(NCC1CCCCC1)c1ccc2nc([C@@H]3O[C@H](CO)[C@H](O)[C@H](O)[C@H]3O)[nH]c2c1,7,-3,-17,-1,0,-11,0.0,9
CN1C(=O)c2cc(NC(=O)C3CCCC3)ccc2OC[C@@H]2O[C@@H](CC(=O)NCC3CC3)CC[C@H]21,32,-3,-5,3,4,2,0.0,15
O=C(Nc1ccccc1)c1cc([N+](=O)[O-])ccc1NC1CCCCC1,.,-2,.,-2,1,-10,0.0,1
CCCC(O)C#Cc1cnc2c(c1)C(=O)N([C@H](C)CO)C[C@H](C)[C@H](CN(C)S(=O)(=O)c1cccc(OC)c1)O2 (some centres not stated),-12,-2,0,-3,2,-7,-1.0,11
O=S(=O)(c1ccc(F)cc1)N1CCCCN2[C@@H](CO)[C@@H](c3ccc(C#CC4CCCC4)cc3)[C@@H]2C1,.,23*,-13,2,0,.,.,-5
CC(C)n1c(CN2CCN(C(=O)c3ccco3)CC2)nc2c1c(=O)n(C)c(=O)n2C,.,-4,.,-1,-1,8,0.0,-4

# Not all compounds are listed. The share of hits here may be higher or lower than overall.
